p97 ATPase inh = blocks human p97 ATPase activity | inhibition, % at 8 µM | 220,000 compounds, 0.42% hits | recombinant p97 ATPase, Kinase-Glo ATP luminescence, 3 h | P55072 | AID 1481; in the data active means inhibition above about 15%;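 further: 0% = DMSO vehicle and 100% = wells lacking enzyme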
PERK inhibitor = human PERK inhibition, primary cell-based screen. Q9NZJ5. CHO PERK-DD fusion, SEAP luminescence translation reporter. inhibition, % at 5.6 µM. 220,000 compounds, 0.17% hits;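 active means inhibition above the mean inhibition of all tested compounds plus 3 SD, set separately per screening campaign, cut at about 2.9% in these data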;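 further: PERK kinase domain activated by AP20187 dimerizer at 100 nM; 0% = DMSO with dimerizer and 100% = rapamycin at 8.4 µM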
FXIIa inh = factor XIIa (human) inhibition; 220,000 compounds, 0.3% hits; purified FXIIa, Boc-QGR-AMC fluorogenic substrate, 2 h; inhibition, % at 5 µM; P00748; in the data active means inhibition above about 40%;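 further: 0% = enzyme with no compound and 100% = blank without enzyme; many of its hits are not listed in these tables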
Target sequence (P00748 20-372 limits assumed): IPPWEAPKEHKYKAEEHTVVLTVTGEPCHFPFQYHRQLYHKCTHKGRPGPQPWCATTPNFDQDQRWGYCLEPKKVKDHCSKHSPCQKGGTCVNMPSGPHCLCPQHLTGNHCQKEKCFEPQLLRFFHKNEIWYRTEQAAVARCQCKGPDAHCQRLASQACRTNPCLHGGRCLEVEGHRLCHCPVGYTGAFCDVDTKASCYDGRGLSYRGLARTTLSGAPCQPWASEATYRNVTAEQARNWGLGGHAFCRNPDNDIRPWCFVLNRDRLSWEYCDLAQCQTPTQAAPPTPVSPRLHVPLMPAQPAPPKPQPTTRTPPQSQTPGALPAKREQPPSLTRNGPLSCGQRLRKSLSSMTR
Target sequence (P00748 373-615 limits assumed): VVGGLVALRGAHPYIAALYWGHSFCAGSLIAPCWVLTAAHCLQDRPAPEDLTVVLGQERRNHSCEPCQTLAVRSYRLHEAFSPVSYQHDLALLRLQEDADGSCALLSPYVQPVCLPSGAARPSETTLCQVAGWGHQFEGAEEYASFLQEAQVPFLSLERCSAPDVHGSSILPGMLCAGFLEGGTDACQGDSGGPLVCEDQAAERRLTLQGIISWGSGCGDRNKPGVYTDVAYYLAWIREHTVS
thrombin 1536 = thrombin (human) inhibition | P00734 | alpha-thrombin, Boc-VPR-AMC fluorogenic substrate cleavage | inhibition, % at 5 µM | 220,000 compounds, 0.26% hits | AID 1046;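 active means inhibition at or above 40%; inactive means inhibition below 40%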;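 further: 0% = enzyme with no compound and 100% = wells without enzyme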
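System – human alpha-thrombin · Medium – pH 7.5 Tris (50 mM) with NaCl 150 mM, Tween 20 0.05% · Compound – single-point dosing at 5 µM, 0.2% DMSO · Incubation – enzyme reaction carried out at room temperature · Technique – fluorescence of released AMC, ex 355 nm, em 460 nm · Read-out basis – % inhibition of thrombin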
Wee1 degr inh = inhibitors of human Wee1 degradation | HeLa Luc-Wee1K328M stability, luciferase luminescence; 100% = proteasome inhibitor MG132 effect | reporter increase, % at 5 µM | 220,000 compounds, 1.2% hits;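 active means activation above the mean of all tested compounds plus 3 SD, set per screening run, cut at about 8.8% in these data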;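 further: cells exposed to compound for 20 h before luminescence read; 0% = DMSO alone and 100% = MG132 at 30 µM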
Furin inh = inhibitors of human furin; P09958; purified furin, fluorogenic substrate cleavage; inhibition, % at 30 µM; 220,000 compounds, 0.061% hits; in the data active means inhibition above about 25%; further: inactives centre near -15
FXIa inh 1536 = factor XIa (human) inhibition | purified FXIa, Boc-Glu-Ala-Arg-AMC fluorogenic substrate | P03951 | inhibition, % at 5 µM | AID 798 | 220,000 compounds, 0.14% hits;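 active means inhibition of at least 40%; inactive means inhibition below 40%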;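 further: fluorescence of freed AMC excited at 355 nm; 0% = enzyme without compound and 100% = no enzyme blank; many of its hits are not listed in these tables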
Cl transport mod = KCC2 (human) Cl- transport modulation | Q9H2X9 | KCC2 cells, thallium flux FluoZin-2 fluorescence | B-score of Tl+ flux slope (higher = more flux/activation; lower = inhibition) at 10 µM | 190,000 compounds, 2.2% hits;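 active means thallium flux slope and its plate-corrected score both differing from the plate sample mean at a set confidence after two filtering rounds, in either direction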;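 further: slope of fluorescence scaled to starting intensity during 10 to 20 s after thallium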
hK5 inh = kallikrein 5 (human) inhibition | recombinant hK5, fluorogenic AMC substrate cleavage | inhibition, % at 5 µM | Q9Y337 | 210,000 compounds, 0.59% hits;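 active means inhibition of 40% or more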;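 further: 0% = enzyme controls without compound and 100% = no-enzyme blanks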
Target sequence (Q9Y337 67-293 limits assumed): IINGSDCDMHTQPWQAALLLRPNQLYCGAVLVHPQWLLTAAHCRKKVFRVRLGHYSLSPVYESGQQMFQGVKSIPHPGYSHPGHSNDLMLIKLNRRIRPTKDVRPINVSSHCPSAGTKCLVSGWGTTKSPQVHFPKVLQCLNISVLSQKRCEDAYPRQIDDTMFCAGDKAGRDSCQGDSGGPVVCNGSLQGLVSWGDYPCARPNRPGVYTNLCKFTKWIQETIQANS
* = called active by the depositor; · = no result given; [ ] = dose if it differs, or a comment.

SMILES | p97 ATPase inh | PERK inhibitor | FXIIa inh | thrombin 1536 | Wee1 degr inh | Furin inh | FXIa inh 1536 | Cl transport mod | hK5 inh
CCC(C(=O)NCc1ccncc1)c1ccccc1 (centres undefined) | 2 | 1.7 | 10 | -4 | 0 | -15 | 0 | 1.1 | -1
COc1ccccc1N1CCN(S(=O)(=O)c2ccc(Br)s2)CC1 | -4 | -1.0 | 20 | 6 | -2 | -11[20 µM] | 9 | -0.82 | -16
Cc1ncoc1C(=O)Nc1ccc(Oc2ccccc2)cc1 | -5 | 0.2 | 28 | 8 | -4 | -7 | 19 | · | -15
COc1cc(C2C(C#N)=C(N)OC3=C2C(=O)CC(C)(C)C3)ccc1OCCN1CCOCC1 (centres undefined) | 1 | 1.4 | 5 | -3 | -1 | -25 | -9 | -0.73 | -4
C#CCSc1nnnn1-c1ccc(OCC)cc1 | -2 | 0.3 | 2 | -2 | 5 | -17 | 9 | 0.34 | -2
COc1ccccc1C1=NOC(Cn2c(NCCCO)nc3c2c(=O)n(C)c(=O)n3C)C1 (centres undefined) | -3 | -0.3 | 0 | -9 | -2 | -14 | -2 | 0.31 | -1
NS(=O)(=O)c1ccc(NC(=O)CN2CCCCC2)cc1 | 7 | 1.3 | -4 | -19 | 4 | -22 | -13 | 1.6 | -13
Cc1cc(=O)n2c3ccccc3n(CC(O)CN3CCCCC3)c2c1C#N (centres undefined) | 2 | -1.8 | -17 | -4 | -2 | -21[20 µM] | -7 | · | 3
CC1CCc2c(sc3ncnc(SCC(=O)c4ccccc4)c23)C1 (centres undefined) | 1 | -0.3 | 19 | 2 | 0 | -17[20 µM] | 12 | 2 | -8
CNc1cc(C)nc(-n2nc(C)cc2C)n1 | 2 | 0.8 | 2 | -4 | 1 | -24 | 7 | · | 3
CC(C)OP(=O)(OC(C)C)C(Nc1ccccc1)c1ccc2c(c1)OCO2 (centres undefined) | -7 | -0.5 | -2 | 17 | 0 | -9 | -6 | -0.68 | -3
COC(=O)c1ccc(C(=O)OC)c(NC(=S)N2CCCCC2)c1 | 1 | 0.3 | -13 | -1 | 2 | -14[20 µM] | -1 | · | 3
CCC(C)(C)NC(=O)CCCSc1nc2ccccc2[nH]1 | 4 | 1.4 | 11 | 0 | -1 | -30 | 1 | -0.61 | 0
COC(=O)C1C2C=CC(C3CC23)C1C(=O)OCC(=O)c1ccc(OC)cc1 (centres undefined) | 0 | 0.5 | 10 | 1 | 0 | -11[20 µM] | 4 | 0.063 | -5
O=c1oc2cc(S(=O)(=O)NCCCO)ccc2c2ccc(S(=O)(=O)NCCCO)cc12 | 3 | 1.4 | 13 | 2 | -2 | -19 | 2 | 0.64 | 6
CN(C)c1ccc(/C=N/O)cc1 | 4 | 1.5 | 5 | -13 | -2 | -11 | 8 | 0.36 | -7
O=C(CSc1nccn1-c1ccccc1)NO | 4 | 0.1 | 9 | 1 | -1 | -9 | 4 | -0.19 | 2
Cc1cc(C)n2c(SCC(=O)NCc3ccco3)nnc2n1 | -3 | 0.8 | 12 | -2 | -4 | -21 | 4 | 1.7 | 2
O=C(CSc1ncn[nH]1)Nc1nc(-c2ccccc2)ns1 | -4 | -0.5 | -4 | -18 | -2 | -16[20 µM] | -12 | -0.22 | -29
Cn1c(/C(C#N)=C(\O)c2ccc(S(=O)(=O)N3CCCCC3)cc2)nc2ccccc21 | 10 | 0.5 | 12 | 3 | 3 | -7 | 8 | 1.1 | -1
O=C(Nc1ccccc1N1CCOCC1)c1cccs1 | 8 | -0.2 | 16 | -1 | -1 | -8[20 µM] | 5 | · | -21
O=C(O)/C(=C\c1cccs1)Sc1nnc(-c2ccc(F)cc2)o1 | 7 | 0.4 | 11 | -1 | 0 | -25 | 5 | -1.8 | -2
Cc1ccc(OCCn2cc(C(=S)N3CCCC3)c3ccccc32)cc1C | -4 | -1.5 | 0 | -1 | -4 | -14[20 µM] | -7 | 0.13 | 3
Cn1cc(Cl)c(C(=O)N2CCN(c3ncccn3)CC2)n1 | 1 | -0.1 | 8 | -3 | 0 | -32[20 µM] | -2 | -0.041 | 12
Cc1ccc(C(=O)CC(C(=O)O)n2ccc(C)n2)cc1 (centres undefined) | -2 | 0.6 | 7 | 6 | 2 | -9[20 µM] | -9 | -3.7 | 38
COc1ccc(-n2c(O)c(C=NCC(c3ccco3)N3CCCC3)c3ccccc3c2=O)cc1OC (centres undefined) | 0 | 1.7 | 6 | 2 | 1 | -27 | 1 | -0.066 | -20
CCC1=NN2C(=N)/C(=C/c3cc(C)n(-c4ccccc4)c3C)C(=O)N=C2S1 | 2 | -0.2 | 13 | 5 | 5 | 2 | 7 | -0.24 | 7
COCCNC(=O)c1ccc(CS(=O)(=O)c2ccc(OC)cc2)o1 | -3 | -0.5 | 15 | -1 | 1 | -13 | 5 | 0.074 | -6
CCOC(=O)C1CCN(c2ccc(C(N)=O)cc2[N+](=O)[O-])CC1 | 5 | 0.5 | 5 | -14 | -1 | -9 | -4 | 0.6 | -9
CC1CCN(CC(=O)n2c3c(c4ccccc42)CCCC3)CC1 | -8 | 0.3 | 10 | -3 | 1 | -4[20 µM] | -5 | -0.63 | -7
Cc1cc(=O)[nH]c(SCC(=O)Nc2ccc(Cl)cn2)n1 | 1 | 0.2 | -4 | -4 | -2 | -10[20 µM] | -7 | -0.91 | 1
COc1cccc(NC(=O)C(c2ccccc2)N2CCNC(=O)C2)c1 (centres undefined) | 3 | 0.4 | 9 | -5 | 1 | -15 | 4 | 0.085 | -2
Cc1ccc(OCC(=O)N(C)Cc2ccccc2)c([N+](=O)[O-])n1 | -2 | -0.4 | 0 | -11 | -2 | 2 | -5 | 0.25 | -10
COc1cc2c(cc1NC(=O)c1ccco1)CCCC2 | 0 | -0.8 | 11 | 3 | 1 | -16[20 µM] | 4 | 0.49 | -7
COc1ccc(S(=O)(=O)N(CC(=O)NCc2cccnc2)c2ccc(F)cc2)cc1OC | 0 | -0.4 | 7 | 0 | -3 | -11 | 5 | 0.071 | -7
CCOC(=O)N1CCC(N(CCN(C)C)C(=S)Nc2ccccc2Cl)CC1 | -1 | 1.2 | -1 | -1 | 0 | -11 | -9 | -0.43 | -13
O=C(c1cc(-c2cccc(O)c2)on1)N1CCN(C(c2ccccc2)c2ccccc2)CC1 | 6 | 1.0 | 9 | 9 | 2 | -21 | 2 | 0.3 | -1
O=C(COc1ccccc1Cl)OCC(=O)N1CCN(S(=O)(=O)c2ccccc2)CC1 | 3 | 0.6 | 7 | 7 | -3 | -13[20 µM] | 3 | 0.019 | -30
O=C(Nc1nc2ccc(Oc3ccccc3)cc2s1)c1cc([N+](=O)[O-])ccc1N1CCOCC1 | -7 | 0.2 | 8 | -4 | -3 | -8 | -2 | 0.47 | 5
OCC1CCCCN1C(=S)Nc1ccc(Cl)cc1Cl (centres undefined) | 3 | 0.6 | 4 | -4 | 3 | -13 | -1 | 0.15 | 1
O=C(N1CCOCC1)N1CCN(c2nc(-c3ccccc3)cs2)CC1 | 3 | 0.7 | 14 | 1 | -1 | -24 | 4 | · | -20
Cc1cccc(C)c1-n1c(SCC(=O)Nc2ccc(C(=O)O)cc2)nnc1-c1cccc(S(=O)(=O)N(C)C)c1 | 5 | 1.5 | 11 | -7 | 12* | -12 | 0 | -0.13 | 2
O=C(NCCc1ccccc1)C1CCN(S(=O)(=O)c2cccc3nsnc23)CC1 | 5 | -0.1 | 9 | 0 | 2 | -1 | 15 | -0.0055 | 29
N#CC1=C(N)n2c(s/c(=C\c3cccs3)c2=O)=C(C#N)C1c1cccs1 (centres undefined) | 2 | 0.3 | 0 | 23 | -1 | 6 | -6 | -2.2 | 17
COCc1[nH][nH]c(=O)c1C=Nc1ccccc1 | 6 | 1.0 | 13 | 2 | 0 | -13[20 µM] | -15 | · | 3
O=C(COC(=O)CCc1ccc(S(=O)(=O)N2CCOCC2)cc1)NCc1ccccc1 | -1 | -1.0 | 2 | 1 | 1 | -10 | 1 | 0.27 | -14
CN(c1ccc(C(=O)NCCSCc2ccccc2)cc1)S(=O)(=O)c1ccccc1 | -4 | 0.3 | 5 | -4 | -2 | -5[20 µM] | -8 | -0.16 | -7
Cc1ccc(N2CCN(CCCN3C(=O)C4CCCN4C3=O)CC2)cc1 (centres undefined) | 1 | 0.1 | 16 | -6 | 8 | -11 | 6 | -0.34 | -16
Cc1[nH]c2ccccc2c1CN1CCC(Cc2ccccc2)CC1 | -2 | 0.3 | 2 | 1 | -3 | -12 | -8 | 0.95 | -10
O=C(NCc1cccnc1)C1CCN(S(=O)(=O)c2cccs2)CC1 | 4 | 0.6 | 18 | 0 | -1 | -26 | 21 | 0.64 | 15

A section taken from the entries so far:
SMILES | p97 ATPase inh | PERK inhibitor | FXIIa inh | thrombin 1536 | Wee1 degr inh | Furin inh | FXIa inh 1536 | Cl transport mod | hK5 inh
N#CC1=C(N)n2c(s/c(=C\c3cccs3)c2=O)=C(C#N)C1c1cccs1 (centres undefined) | 2 | 0.3 | 0 | 23 | -1 | 6 | -6 | -2.2 | 17
COCc1[nH][nH]c(=O)c1C=Nc1ccccc1 | 6 | 1.0 | 13 | 2 | 0 | -13[20 µM] | -15 | · | 3

Further results
SMILES | p97 ATPase inh | PERK inhibitor | FXIIa inh | thrombin 1536 | Wee1 degr inh | Furin inh | FXIa inh 1536 | Cl transport mod | hK5 inh
COc1ccc(C2CC(=O)c3cnc(N4CCN(Cc5ccccc5)CC4)nc3C2)cc1 (centres undefined) | -10 | -0.4 | 14 | 1 | 0 | -7[20 µM] | 5 | -1.1 | 3
Cn1c(=O)c2c(nc(N/N=C/c3cccs3)n2Cc2ccccc2)n(C)c1=O | 4 | 0.1 | 4 | -12 | -1 | -16 | -3 | -0.55 | -16
CCCOc1ccc(C(=O)NCCC(=O)NCCCC(=O)OCC)cc1 | -4 | -1.1 | 25 | 0 | 0 | 12 | 23 | · | -8
COC(=O)c1sc2nc(SCc3cccc(Cl)c3)n(N)c(=O)c2c1C | 5 | 1.5 | 13 | -1 | -2 | -18 | 33 | · | 8
Cc1nc(NC(=O)C2CC2)sc1C(=O)N(C)C | 3 | 0.6 | 12 | -1 | -2 | -17[20 µM] | 8 | -0.17 | -7
COc1cc(OC)c(OC)cc1CN1CCc2ccccc2C1 | -2 | -1.1 | 1 | -4 | 0 | -20[20 µM] | -6 | 0.015 | 5
Cc1c(C(=O)NCc2n[nH]c(=S)n2-c2ccc(F)cc2)cccc1[N+](=O)[O-] | -2 | -0.1 | 22 | 5 | 2 | -8 | 31 | -0.18 | 27
Nc1[nH]n(-c2ccccc2)c(=O)c1N=Nc1ccc2c(c1)OCO2 | 8 | 0.0 | 10 | 3 | 12* | -16 | 5 | 1.4 | 13
CCN(CC)S(=O)(=O)c1ccc(NC(=O)c2cc(-c3ccccc3)nc3ccccc23)cc1 | -8 | 0.6 | -5 | -11 | 1 | -5 | 2 | -1 | 16
Cc1onc(-c2c(Cl)cccc2Cl)c1C(=O)N1CCN(c2ncccn2)CC1 | -5 | 0.6 | 8 | -6 | -4 | -4 | 0 | 0.23 | 5
COc1ccc(CN(CC2CCCO2)S(=O)(=O)c2ccc(-n3cnnn3)c(OC)c2)cc1 (centres undefined) | -1 | -0.4 | 8 | -10 | 2 | -19 | -1 | 0.02 | 2
CC(C)(CC(=O)O)CC(=O)NNc1ncccc1C#N | -1 | 2.5 | 19 | 13 | -2 | -3 | 6 | 0.92 | 10

Copied from the list.
`NS(=O)(=O)c1ccc(NC(=O)CN2CCCCC2)cc1` | FXIa inh 1536 = -13
`Cc1ncoc1C(=O)Nc1ccc(Oc2ccccc2)cc1` | FXIa inh 1536 = 19
`O=C(CSc1nccn1-c1ccccc1)NO` | Cl transport mod = -0.19
`COc1ccc(C2CC(=O)c3cnc(N4CCN(Cc5ccccc5)CC4)nc3C2)cc1` (centres undefined) | Furin inh = -7[20 µM]
